# Source: PubChem BioAssay
# MEX-5 binding: C. elegans MEX-5 TCR-2 RNA binding activity. actives 0.38% (n = 300,000). activity score (negative = inhibition of binding), % at 10 µM. Q9XUB2. AID 1832. MEX-5/FITC-TCR2 RNA binding, fluorescence polarization; stronger effect = lower value;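 active means inhibition past about -25% in most replicates, and total fluorescence under double the plate's negative control median, limit read from the data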;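 further: 0% = DMSO and -100% = 5 µM competing unlabeled TCR2 RNA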
# Target sequence (Q9XUB2 whole entry, looked up): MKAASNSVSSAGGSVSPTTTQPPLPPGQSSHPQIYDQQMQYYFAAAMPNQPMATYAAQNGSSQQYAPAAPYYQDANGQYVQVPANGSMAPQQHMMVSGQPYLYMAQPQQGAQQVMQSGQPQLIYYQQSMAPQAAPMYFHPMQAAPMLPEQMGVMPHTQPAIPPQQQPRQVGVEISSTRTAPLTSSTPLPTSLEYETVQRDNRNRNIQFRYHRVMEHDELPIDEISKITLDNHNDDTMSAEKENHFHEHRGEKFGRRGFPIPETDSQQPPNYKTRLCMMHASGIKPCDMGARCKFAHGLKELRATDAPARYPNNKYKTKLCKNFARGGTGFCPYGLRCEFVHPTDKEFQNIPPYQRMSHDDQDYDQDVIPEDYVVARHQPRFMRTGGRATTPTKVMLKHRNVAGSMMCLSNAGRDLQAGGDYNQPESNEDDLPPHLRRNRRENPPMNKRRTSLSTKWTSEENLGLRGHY
# MCL1 BIM primary: MCL1-BIM-BH3 interaction inhibition (human); Q07820; GST-MCL1 / FITC-Bim-BH3 fluorescence polarization; inhibition, % at 10.9 µM; actives 0.68% (n = 320,000);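 active means inhibition above the mean inhibition of all tested compounds plus 3 SD, set per campaign, cut at about 40% in these data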;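 further: 0% = DMSO wells and 100% = unlabeled Bim-BH3 peptide control; higher means more loss of mP so more displacement of Bim peptide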
# TPT1 inh: blocks Candida albicans tRNA 2'-phosphotransferase; inhibition, % at 5 µM; AID 1962; actives 0.81% (n = 300,000); recombinant caTPT1, FP RNA substrate dephosphorylation;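 active means inhibition above the mean of all tested compounds plus 3 SD, set per screening campaign, cut at about 24% in these data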;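 further: plate controls were DMSO alone for no effect and ferristatin control at 100 nM for full effect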
# PAD4 inh: blocks human protein arginine deiminase 4; recombinant PAD4, RCA probe fluorescence polarization; inhibition, % at 6.36 µM; actives 0.41% (n = 330,000);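 active means percent inhibition above a cutoff equal to the mean of all tested compounds plus 3 SD, cut at about 15% in these data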;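 further: 0% = PAD4 with RCA probe and DMSO and 100% = probe without PAD4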
# GLD-1 TGE inh: GLD-1-TGE RNA interaction inhibition (C. elegans) | Q17339 | inhibition, % at 5.96 µM | purified GLD-1 + fluorescein TGE RNA, fluorescence polarization | actives 0.44% (n = 320,000) | AID 2280;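 active means percent inhibition above a per-plate cutoff, the plate mean of test compounds plus 3 SD, cut at about 30% in these data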;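 further: 0% = DMSO wells with GLD-1 and probe and 100% = wells lacking GLD-1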
# Fam108B counter: Fam108B inhibition, counter-screen for RBBP9 inhibitors. recombinant Fam108B, FP-Rh probe fluorescence polarization. inhibition, % at 9.51 µM. actives 0.33% (n = 300,000);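 active means inhibition above the screen mean inhibition plus 3 SD, computed separately per campaign, cut at about 18% in these data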;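 further: inhibitors lower polarization as less probe binds the enzyme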
# BCLXL inh: Bcl-xL (human) inhibition | Q07817 | GST-Bcl-xL / FITC-Bim BH3 peptide fluorescence polarization | inhibition, % at 10.9 µM | actives 0.7% (n = 320,000) | AID 2129;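 active means inhibition above the mean of all tested compounds plus 3 SD, cutoff set per campaign, cut at about 30% in these data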;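 further: 0% = DMSO wells and 100% = unlabeled Bim-BH3 peptide competitor; inhibitors lower millipolarization by displacing the labeled peptide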
# PME-1 inh: blocks human protein phosphatase methylesterase 1 | actives 0.53% (n = 320,000) | recombinant PME-1, FP-Rh probe fluorescence polarization | inhibition, % at 5.9 µM;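 active means inhibition above the campaign mean of all compounds plus 3 SD, cut at about 26% in these data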;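 further: competitive labeling of PME-1 active site by serine hydrolase directed probe; 0% = PME-1 with DMSO and 100% = wells lacking PME-1 enzyme; inhibitors block probe labeling so polarization falls and inhibition rises; many of its hits are not listed in these tables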
# Target sequence (Q9Y570 whole entry, looked up): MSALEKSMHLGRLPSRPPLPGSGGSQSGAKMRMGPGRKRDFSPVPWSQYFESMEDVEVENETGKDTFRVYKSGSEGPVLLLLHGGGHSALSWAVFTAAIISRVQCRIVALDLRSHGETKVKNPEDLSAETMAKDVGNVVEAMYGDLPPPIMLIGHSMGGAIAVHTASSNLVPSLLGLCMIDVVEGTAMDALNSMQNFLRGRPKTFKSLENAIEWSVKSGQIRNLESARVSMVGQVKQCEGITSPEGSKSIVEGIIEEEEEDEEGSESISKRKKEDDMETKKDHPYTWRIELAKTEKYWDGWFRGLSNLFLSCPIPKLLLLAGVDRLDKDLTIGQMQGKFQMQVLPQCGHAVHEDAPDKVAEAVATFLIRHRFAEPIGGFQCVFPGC
# GSTO1 counter: blocks human GSTO1 in RBBP9 counter-screen; recombinant GSTO1, activity-based probe fluorescence polarization; P78417; inhibition, % at 5.96 µM; AID 1974; actives 1.1% (n = 300,000);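 active means inhibition above the campaign mean inhibition plus 3 SD, cut at about 35% in these data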;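 further: 0% = GSTO1-1 with DMSO and 100% = wells lacking GSTO1-1 enzyme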
# Target sequence (P78417 whole entry, looked up): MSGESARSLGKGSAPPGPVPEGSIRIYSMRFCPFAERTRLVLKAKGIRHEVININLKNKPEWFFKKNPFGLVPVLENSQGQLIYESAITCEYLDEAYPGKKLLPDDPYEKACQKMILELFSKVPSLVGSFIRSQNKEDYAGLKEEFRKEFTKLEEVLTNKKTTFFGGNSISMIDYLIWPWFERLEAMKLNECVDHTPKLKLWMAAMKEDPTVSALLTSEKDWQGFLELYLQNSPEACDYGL
# Numbers without * were called inactive; . = no result given.
SMILES,MEX-5 binding,MCL1 BIM primary,TPT1 inh,PAD4 inh,GLD-1 TGE inh,Fam108B counter,BCLXL inh,PME-1 inh,GSTO1 counter
NC(=O)c1cc(S(=O)(=O)NCCCc2ccco2)cs1,-0.3,1,-5,4,4,0,-3,3,9
CCOc1ccc(-c2nnc3sc(COc4ccccc4)nn23)cc1,1.0,2,3,-2,6,-4,2,2,-4
CC(C)c1nnc(NC(=O)Cc2ccccc2[N+](=O)[O-])s1,2.6,4,-1,-2,0,0,5,3,2
O=C(Cc1ccc(Br)cc1)Nc1ccc2[nH]ncc2c1,1.0,-2,1,2,3,-2,3,0,-5
CCOC(=O)c1sc2nc(CC(=O)OC)nc(NCc3ccc(F)cc3)c2c1C,0.7,-1,-1,-1,4,-7,1,-1,-3
CN(/N=C/c1ccc([N+](=O)[O-])o1)c1ccccc1,2.0,-54,14,1,-7,1,-14,-5,2
Cc1ccc(-n2nc3c(N4CCC(C(=O)NCCc5ccccc5C)CC4)nnc(C)c3c2C)cc1,-0.1,-4,9,-1,4,-3,-1,-7,2
O=S(=O)(Nc1ccc(Cc2ccncc2)cc1)c1cccs1,-1.9,1,0,-2,2,4,3,5,6
Cc1ccc(S(=O)(=O)N2CCN(C(=O)COC(=O)Cc3cccc(C(F)(F)F)c3)CC2)c(C)c1,-2.4,4,-2,-3,8,-1,1,5,2
O=C(c1ccccc1F)N1CCN(c2cnn(-c3cccc(Cl)c3)c(=O)c2Cl)CC1,-0.3,-7,1,-6,-10,-4,-3,2,5
CCn1ncc(/C=N\NC(=O)c2csc3ccccc23)c1C,-1.0,2,-4,-6,5,5,-1,-9,-2
COc1ccccc1C(=O)NC(=O)CSc1nncn1C,0.6,-3,3,2,9,-1,0,-3,4
CS(=O)(=O)NCCNC(=O)c1cc(OCC(F)(F)F)ccc1OCC(F)(F)F,0.9,10,-2,-4,1,1,6,1,6
CC1CCC(NCC(=O)Nc2cccc(S(N)(=O)=O)c2)CC1 (configuration not stated),.,0,-3,2,5,0,2,2,1
Cc1nc(NC(=O)c2ccco2)sc1-c1csc(Nc2ccc(Cl)cc2)n1,-0.6,-11,-4,-12,-8,16,-3,23,-2
COc1ccccc1/C=C/C(=O)NCC(=O)N/N=C/c1ccc(C)o1,0.7,5,2,-2,0,-1,4,-1,-1
O=C(CNC(=O)c1ccc(Cl)cc1)c1ccccc1,0.2,-3,1,0,-6,-2,-2,-3,-11
Cc1ccc2[nH]c3c(=O)n(CCCN4CCN(C)CC4)cnc3c2c1,0.1,1,-2,1,4,0,3,4,0
CCN(CC)CCN(C(=O)c1ccc([N+](=O)[O-])cc1)c1nc2c(OC)cccc2s1,-3.1,5,-2,2,1,6,-2,6,1
CCOc1c(C(=O)CC)cc2c(C)cc(=O)oc2c1C,-0.2,-7,-1,0,1,1,-2,1,3
S=C(NCCc1ccccn1)Nc1ccc(Cl)cc1,1.1,11,1,-2,3,-2,4,5,-1
CCc1nc(NC(=O)Cc2csc(C)n2)sc1C(=O)OC,-2.3,4,0,3,2,1,2,-3,-2
Cc1nc(SCC(=O)CC(=O)OC(C)C)c(C#N)c(C)c1C,-0.9,17,2,1,15,4,10,4,2
CN(C)c1ccc(N=Nc2ccccc2C(=O)OCC(=O)N(C)C2CCCCC2)cc1,4.3,3,-1,1,-4,0,1,12,4
CCn1cc(/C=N/O)c(C)n1,-1.0,-1,3,-1,4,-5,4,-10,13
Cc1cccc(N2CC(C(=O)Nc3nnc(SCC(=O)Nc4nccs4)s3)CC2=O)c1 (configuration not stated),-3.1,11,2,-3,3,-20,6,-2,6
CCCCC(=O)Nc1ccc(NC(=O)c2cnccn2)cn1,0.0,4,-5,-2,0,1,3,2,0
Cn1c(CN2CCN(C(=O)c3ccccc3)CC2)nc2cc([N+](=O)[O-])ccc21,1.6,4,4,-8,5,-1,1,6,6
CN(C)C=NC(=O)c1cc(C(=O)c2ccc(Cl)cc2)c[nH]1,-1.7,3,0,-6,11,0,0,-6,-2
N#Cc1c(/N=C\c2ccc(O)c([N+](=O)[O-])c2)sc2c1CCCC2,0.2,-4,-1,-1,2,3,-1,2,-2
CNc1nc(-c2ccccc2)[n+](-c2ccc(C)cc2)s1,2.9,-8,-1,-1,15,2,0,1,-3
COc1ccccc1-n1c(SCC(=O)N2CCCCC2)nc2cccnc21,0.4,-6,-2,2,-1,4,0,4,-1
CCCCC(=O)Nc1ccc(NC(=S)NC(=O)CCCCl)cc1OC,-1.2,3,0,1,-2,-1,3,-2,1
CCOC(=O)Cc1csc(NS(=O)(=O)c2ccc(C(F)(F)F)cc2)n1,-1.3,0,-1,1,1,0,7,3,5
COc1ccc(C(=O)c2c(O)cc(-c3ccc(OC)cc3)oc2=O)cc1,1.2,0,3,1,-3,3,9,-5,7
Cn1/c(=N/NC(=O)c2ccccc2F)sc2ccccc21,-0.7,5,5,1,0,-3,6,-8,7
COc1cc2c(cc1OC)C(c1cccc([N+](=O)[O-])c1)=NCC2,-1.0,-9,-4,3,12,2,3,-4,11
COCCNC(=O)CSc1cc(=O)n(C)c2cc(Cl)ccc12,-0.2,3,-2,6,5,5,2,-2,9
O=C(COc1ccc2ccccc2c1)NN1C(=O)c2ccccc2C1=O,-1.4,7,-1,2,6,1,5,-4,4
COc1cc(/C=N/NC(=O)CC#N)ccc1Oc1nc(Cl)ncc1F,0.8,-7,0,-6,-4,-2,2,-9,-2
O=C1c2ccccc2NC(c2cn[nH]c2-c2ccc(Cl)cc2)N1O (configuration not stated),-1.6,8,-7,-3,3,-1,8,0,5
C=CCOc1ccc(/C=C(\C#N)C(=O)Nc2ccccn2)cc1,0.3,-5,2,-1,0,1,1,-5,0
C=CCn1c(=NC(=O)C2COc3ccccc3O2)sc2cccc(OC)c21 (configuration not stated),0.9,5,3,3,-8,-4,5,-6,7
COc1cccc(C2CC(C(F)(F)F)n3ncc(C(=O)NCC4CCCO4)c3N2)c1 (configuration not stated),0.8,0,6,-2,9,-3,-1,4,0
Cc1ccsc1/C=N/NC(=O)c1ccc([N+](=O)[O-])cc1,0.8,5,0,6,10,2,5,4,-8
CCOC(=O)c1sc(NC(=O)Nc2ccccc2Cl)cc1C,1.2,-6,0,-3,1,16,-2,-11,-21
CN1CCN(NC(=O)Nc2ccc(Br)cc2)CC1,1.9,3,0,-2,-5,-2,0,-4,-5
Cc1ccc(C)c(OCCC(=O)OCC(=O)N(C)c2c(N)n(Cc3ccccc3)c(=O)[nH]c2=O)c1,0.0,-2,0,4,2,0,4,-1,4
O=C(CC(Nc1ccccc1)C(=O)O)c1ccccc1 (configuration not stated),0.5,4,6,-1,-6,2,2,-2,6
COc1ccccc1/C=C1\SC(N2CCC(C)CC2)=NC1=O,0.8,-2,5,-7,2,1,6,0,-5
# Continuation:
SMILES,MEX-5 binding,MCL1 BIM primary,TPT1 inh,PAD4 inh,GLD-1 TGE inh,Fam108B counter,BCLXL inh,PME-1 inh,GSTO1 counter
Cn1c(N)c(C(=O)c2ccccc2)c(=O)n(C)c1=O,1.1,6,-1,1,-3,-1,2,1,13
NNC(=O)c1oc2nc(-c3ccccc3)cc(-c3ccco3)c2c1N,-4.0,-55,80*,-6,-24,12,-36,15,38*
Cc1cccc(-n2nnnc2-c2cnccc2C(F)(F)F)c1C,-3.4,10,1,2,3,-3,5,5,-3
CCN1CCN(C(=S)Nc2cccc([N+](=O)[O-])c2)CC1,-0.8,-3,-2,-4,3,-2,-2,1,2
CP(=O)(Nc1cc(Cl)ccc1Cl)c1nc2c(s1)CCCC2 (configuration not stated),-2.8,-4,-1,-2,-2,-3,3,-4,-13
COc1ccccc1C(=O)NCC(=O)N1CCN(S(=O)(=O)c2ccc3c(c2)OCCO3)CC1,-1.3,4,1,-1,5,-1,7,-1,2
O=C(N/N=C/c1ccc[nH]1)c1ccc2c(c1)OCO2,0.7,-2,4,-7,-3,-2,-5,-4,4
COc1ccc(CNC(=O)C2C3C=CC4(CN(Cc5cccnc5)C(=O)C24)O3)cc1 (configuration not stated),0.5,8,1,8,-5,0,5,1,4
CCN(CC)c1ccc(/C=N/Nc2nc(C)cc(C)n2)c(O)c1,-1.9,-3,25*,-2,-14,2,1,-1,19
Cc1c(N=Cc2nc3ccccc3n2C)c(=O)n(-c2ccccc2)n1C,-3.0,7,1,-2,1,0,1,3,2
CN(C)c1ccc(/C=C2\CCCCC2=O)cc1,-3.0,-2,8,-1,-16,1,-1,3,4
COc1ccc(OC)c(CC(NC(C)=O)C(=O)NC2CCN(c3c(Cc4ccccc4)c(C)nc4ncnn34)CC2)c1 (configuration not stated),-2.0,1,0,0,3,3,6,-3,2
COc1ccccc1NC(=O)c1ccc(NC(=O)CSc2nncn2C)cc1,-3.7,-18,-4,-6,-6,1,-6,5,-1
Cc1ccc(-c2nnc(SCC(=O)N3CCN(c4ccccc4)CC3)o2)cc1,2.0,2,-1,-3,0,-2,7,-8,-2
CCN(CC)CCN(Cc1cc2cc3c(cc2[nH]c1=O)OCO3)C(=S)NCCOC,-1.2,-1,2,0,-5,2,-1,-1,2
Cc1cccc(N2C(=O)Cc3ccccc3C2=O)c1,0.2,0,3,-3,0,2,3,-6,13
CCOC(=O)CN1C(=O)C(=O)c2cccc(C)c21,0.7,4,0,-1,-1,0,3,-1,1
CCCNC(=O)[C@H](Cc1c[nH]c2ccccc12)NC(=O)c1ccccc1Cl,5.4,-3,0,3,0,-1,2,-3,-5
COc1ccc([C@@H]2CC(=O)c3c(O)cc(O)cc3O2)cc1O,.,5,-5,3,1,5,5,1,8
CC(C)CCNC(=O)c1ccc(Cn2c(=S)[nH]c3ccccc3c2=O)cc1,0.9,-3,0,-2,1,-32,-1,-3,-18
O=C(N/N=C/c1cc([N+](=O)[O-])ccc1O)c1cccc(N2CCCC2=O)c1,-1.9,13,-3,1,1,1,6,-4,-4
COc1ccc(C)cc1S(=O)(=O)N1CCN(C(=O)c2ncoc2-c2cccc(F)c2)CC1,0.8,-2,1,4,-4,1,3,4,-4
CCCCNC(=O)C1C2C=CC3(CN(Cc4ccccc4Cl)C(=O)C13)O2 (configuration not stated),0.6,3,1,-5,8,4,4,3,0
O=C(C1=C(O)C(=O)N(Cc2cccnc2)C1c1ccccn1)c1cccs1 (configuration not stated),-0.4,6,-1,-6,4,1,1,1,8
O=S(=O)(Cc1cc(Oc2ccccc2)nc(-c2ccccc2)n1)c1ccccc1,0.9,3,0,2,12,-3,6,-7,-3
O=C(Nc1ccc2oc(-c3ccncc3)nc2c1)c1ccccc1,-5.0,4,-2,-5,-1,-1,8,-10,5
C=CCNC(=O)C12CCC(C)(C(=O)C1Br)C2(C)C (configuration not stated),1.3,3,-1,2,1,-1,2,-5,3
Cc1cc(C)n(CC(=O)N/N=C/c2ccco2)n1,0.3,9,-6,-2,7,4,7,2,6
CCc1cc2c(=O)[nH]cnc2s1,2.6,8,-4,-4,-4,2,8,2,2

# Reprinted from the listing, 3 compounds:
SMILES,MEX-5 binding,MCL1 BIM primary,TPT1 inh,PAD4 inh,GLD-1 TGE inh,Fam108B counter,BCLXL inh,PME-1 inh,GSTO1 counter
O=C(Nc1ccc2oc(-c3ccncc3)nc2c1)c1ccccc1,-5.0,4,-2,-5,-1,-1,8,-10,5
C=CCNC(=O)C12CCC(C)(C(=O)C1Br)C2(C)C (configuration not stated),1.3,3,-1,2,1,-1,2,-5,3
Cc1cc(C)n(CC(=O)N/N=C/c2ccco2)n1,0.3,9,-6,-2,7,4,7,2,6

# Not all compounds are listed; rates above refer to the full screens.
